Screening data deposited in PubChem by National Center for Advancing Translational Sciences (NCATS).
RGS4 inh: Inhibitors of Regulator of G Protein Signaling (RGS) 4: qHTS; Regulator of G-protein signaling 4 (Homo sapiens), P49798; Transcreener GDP fluorescence polarization, RGS4-accelerated GTP hydrolysis; Potency, µM (titrated, usually from 114 µM), for the others: at the highest dose activity change, negative = inhibition, actives largely listed as inhibitors; 0.039% of 390,000 active; further: potency means the concentration at half of the fitted maximal effect; on the % scale 0 is the no-effect control and ±100 the full control effect; nearly all actives have a fitted effect of over 75% in size; some results filed as inactive show a strong effect at the top dose
Target sequence (P49798 whole entry, looked up): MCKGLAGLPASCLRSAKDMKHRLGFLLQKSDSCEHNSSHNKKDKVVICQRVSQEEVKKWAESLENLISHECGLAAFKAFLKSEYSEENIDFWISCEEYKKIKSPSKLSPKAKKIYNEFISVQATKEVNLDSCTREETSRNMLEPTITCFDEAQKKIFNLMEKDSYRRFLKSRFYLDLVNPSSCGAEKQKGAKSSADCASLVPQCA
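MLSMR compounds (23 nl, pin-transferred) preincubated 10 min at room temperature with a 500nM (2x) first reagent, then RGS4 at 900nM (2x) plus Transcreener GDP mix added; fluorescence polarization (620/688 nm) read before and after 90 min at 30 °C.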
Vif-APOBEC3F blk: qHTS for Inhibitors of Vif-A3F Interactions: qHTS | HeLa A3F-eYFP + Vif (tagged APOBEC3F with the HIV-1 protein that degrades it), YFP fluorescence increase | Potency, µM (titrated, usually from 46.1 µM), for inactives: top-dose activity, negative = active | 0.2% of 390,000 active | AID 602313, 2012; further: potency means the concentration at half of the fitted maximal effect; % of control where 0% means no effect; nearly all actives have a fitted effect of over 65% in size
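Fluorescence increase (Ex 488/Em 500-530) after overnight compound treatment at 37 deg C flags inhibition of Vif-driven A3F-eYFP loss in stable HeLa A3F-eYFP/Vif cells seeded overnight beforehand.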
TrxR1 inh: qHTS Assay for Inhibitors of Mammalian Selenoprotein Thioredoxin Reductase 1 (TrxR1): qHTS; AID 588453, 2011; recombinant rTrxR1, NADPH fluorescence consumption, selenite substrate; Thioredoxin reductase 1, cytoplasmic (Rattus norvegicus), O89049; Potency, µM (highest dose often 114 µM), for the others: top-dose activity change, negative = inhibition, usual class: inhibitors; 1% of 390,000 active; further: potency means the concentration at half of the fitted maximal effect; on the % scale 0 is the no-effect control and ±100 the full control effect; nearly all actives have a fitted effect of over 65% in size
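Rat TrxR1 (90 nM in the dispensed reagent) was pre-reduced with 400 uM NADPH for 5 min at room temperature, then incubated with compound for 15 min. After 400 uM selenite was added, NADPH fluorescence (Ex 340/Em 450 nm) was followed for 8 min.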
Vif-APOBEC3G blk: qHTS for Inhibitors of Vif-A3G Interactions: qHTS. DNA dC->dU-editing enzyme APOBEC-3G (Homo sapiens), Q9HC16. HeLa A3G-eYFP + Vif (tagged APOBEC3G with the HIV-1 protein that degrades it), YFP fluorescence, overnight. Potency, µM (highest dose often 46.1 µM), for inactives: at the highest dose activity, negative = active, most hits filed as inhibitors. 0.076% of 410,000 active. AID 602310, 2012;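 further: potency means the concentration at half of the fitted maximal effect; on the % scale 0 is the no-effect control and ±100 the full control effect; nearly all actives have a fitted effect of over 60% in size; hits raise eYFP signal because A3G escapes Vif-driven loss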
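HeLa cells stably expressing Vif and C-terminally eYFP-tagged A3G, seeded overnight at 37 deg C, then exposed to compound by pintool overnight at 37 deg C. Rise in yellow fluorescence (Ex 488/Em 500-530, Acumen) marks blocked Vif-driven A3G degradation.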
LDHA block: qHTS assay for inhibitors of human lactate dehydrogenase; L-lactate dehydrogenase A chain (Homo sapiens), P00338; purified LDHA, NADH/diaphorase-resazurin fluorescence; active compounds read low; activity change, % (values are at about 110 or 230 µM); 0.15% of 480,000 active; in the data active means activity change below about -30%; inconclusive means mostly about -25% to -30%;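 further: plate controls were DMSO wells for no effect and wells without enzyme for full effect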
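Enzyme activity of human lactate dehydrogenase 5 (2 nM; 0.06 mM NADH, 0.2 mM pyruvate, 5 min, RT) is measured via a resazurin/diaphorase fluorescence readout of residual NADH.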
TrxR1 substrate: qHTS Assay for Substrates of Mammalian Selenoprotein Thioredoxin Reductase 1 (TrxR1): qHTS. Thioredoxin reductase 1, cytoplasmic (Rattus norvegicus), O89049. purified TrxR1 substrate turnover, NADPH consumption readout. Potency, µM (highest dose often 114 µM), inactives show at the highest dose activity change, negative = substrate turnover. 0.01% of 390,000 active. AID 588456, 2011; further: potency means the concentration at half of the fitted maximal effect; on the % scale 0 is the no-effect control and ±100 the full control effect; nearly all actives have a fitted effect of over 50% in size
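Rat TrxR1, dispensed at 90 nM, was prereduced with 400 uM NADPH (final) for 5 min at ~22 deg C, then incubated with compound 15 min before 400 uM selenite. A first-read NADPH fluorescence drop versus no-compound background flagged substrates.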
mIDH1 inhibitor: qHTS for Inhibitors of mutant isocitrate dehydrogenase 1 (IDH1): qHTS; Isocitrate dehydrogenase [NADP] cytoplasmic (Homo sapiens), O75874; IDH1-R132H enzyme, NADPH consumption, diaphorase/resazurin fluorescence; Potency, µM (titrated, usually from 76.6 µM), for inactives: at the highest dose activity change, negative = inhibition, usual class: inhibitors; 0.093% of 390,000 active; AID 602179, 2012; further: potency means the concentration at half of the fitted maximal effect; on the % scale 0 is the no-effect control and ±100 the full control effect; nearly all actives have a fitted effect of over 65% in size
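IDH1-R132H (0.5 ug/mL dispensed) in pH 7.5 Tris buffer was preincubated 30 min with compound, then given a substrate mix of 0.016 mM NADPH and 2 mM alpha-KG for 80 min at room temperature; remaining NADPH was read by diaphorase/resazurin fluorescence.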
GRP78 ERSR act: qHTS for Inducers of the Endoplasmic Reticulum Stress Response (ERSR) in Human Glioma: qHTS; U87-MG GRP78 promoter luciferase reporter, 16 h; AID 602332, 2012; Potency, µM, inactives show top-dose activation, usual class: activators; 0.02% of 420,000 active; further: potency means the concentration at half of the fitted maximal effect; series mostly up to about 76 µM; % of control where 0% means no effect; nearly all actives have a fitted effect of over 35% in size
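Stably transfected U87-MG human glioma cells carrying a GRP78-based luminescent sensor were seeded at 1000 cells/well, pin-dosed with compounds and incubated 16 h. Luciferase reagent was then added, and end-point luminescence was read after 10 min at room temperature.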
USP1 inh: Inhibitors of USP1/UAF1: Primary Screen | AID 743255, 2014 | 0.23% of 390,000 active | Ubiquitin carboxyl-terminal hydrolase 1 (Homo sapiens), O94782 | recombinant USP1/UAF1, Ub-Rhodamine cleavage fluorescence | Potency, µM (top dose mostly 57.1 µM), for inactives: at the top dose activity change, negative = inhibition, hits mostly inhibitors; further: potency means the concentration at half of the fitted maximal effect; on the % scale 0 is the no-effect control and ±100 the full control effect; nearly all actives have a fitted effect of over 60% in size; inactives centre near -12
Target sequence (O94782 whole entry, looked up): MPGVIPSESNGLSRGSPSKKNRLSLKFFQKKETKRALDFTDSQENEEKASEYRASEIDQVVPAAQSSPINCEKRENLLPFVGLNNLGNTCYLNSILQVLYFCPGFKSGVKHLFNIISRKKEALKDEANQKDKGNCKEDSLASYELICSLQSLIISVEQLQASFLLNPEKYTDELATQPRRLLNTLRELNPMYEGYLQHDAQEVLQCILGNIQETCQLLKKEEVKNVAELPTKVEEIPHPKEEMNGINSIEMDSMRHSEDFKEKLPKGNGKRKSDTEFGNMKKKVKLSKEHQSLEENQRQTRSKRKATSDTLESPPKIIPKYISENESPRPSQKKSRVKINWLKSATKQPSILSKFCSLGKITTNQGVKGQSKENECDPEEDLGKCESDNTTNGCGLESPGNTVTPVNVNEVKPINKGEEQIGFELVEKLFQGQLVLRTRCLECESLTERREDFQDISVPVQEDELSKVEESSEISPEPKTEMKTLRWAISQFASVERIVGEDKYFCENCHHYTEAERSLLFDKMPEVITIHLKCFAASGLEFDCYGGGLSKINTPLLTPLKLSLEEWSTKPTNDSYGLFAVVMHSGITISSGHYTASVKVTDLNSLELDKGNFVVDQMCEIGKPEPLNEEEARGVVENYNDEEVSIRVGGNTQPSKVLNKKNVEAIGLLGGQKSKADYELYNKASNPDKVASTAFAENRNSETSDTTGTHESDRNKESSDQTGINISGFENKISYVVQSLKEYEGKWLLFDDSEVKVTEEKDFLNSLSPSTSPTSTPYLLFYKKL
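1 nM enzyme complex + cpd, 15 min RT; start with Ub-Rho 150nM final; kinetic fluorescence ex 480/em 540, 6 reads q60 s. Buffer 50mM HEPES pH 7.8, 0.5mM EDTA, 0.1 mg/ml BSA, 1mM TCEP, 0.01% Tween-20.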
Numbers without * were called inactive; u = inconclusive; x = no result given; [ ] = dose if it differs, or a comment. Unless noted, the call rests on the fitted dose curve; in most records, active means well fitted curve in the direction sought with a large enough effect; inconclusive means small, poorly fitted or top-dose-only effect, or another doubt; inactive means no such curve, though single readings can be large; an effect the other way counts as inactive or inconclusive.

nr | canonical_smiles | GRP78 ERSR act | TrxR1 substrate | TrxR1 inh | LDHA block | RGS4 inh | USP1 inh | mIDH1 inhibitor | Vif-APOBEC3F blk | Vif-APOBEC3G blk
1 | CCCN1CCN(CCCNC(=O)c2ccc(NC(=O)C3=C(C)OCCS3)cc2)CC1 | -1.7% | -5.8% | 19.4% | -0.6 | -11.9%[56.9 µM] | -16.7% | -4.5% | -5.1% | 0.8%
2 | Cc1ccccc1NCc1cccn1-c1nnc(N2CCOCC2)s1 | -1.6% | 4.8% | 18.0% | 3.0 | -4.2% | -25.6% | 11.3% | -6.9% | -5.4%
3 | O=C(CSC1=NS(=O)(=O)c2cc(Cl)ccc2N1)c1ccc(Cl)cc1 | -5.9% | 4.8%[57.1 µM] | 6.8%[57.1 µM] | -4.7 | -22.3% | -4.6% | 0.0% | -0.4% | 0.6%
4 | CCCCNC(=O)COC(=O)c1ccc(Cl)c(S(N)(=O)=O)c1 | -2.4% | 1.7% | 3.8% | -8.7 | 16.0% | -0.6% | 4.0% | -10.3% | -5.0%
5 | CCOc1ccc(Cl)cc1S(=O)(=O)N1CCC(C(=O)NCc2ccco2)CC1 | -2.2% | 5.7% | 9.9% | 1.1 | -21.4% | -10.5% | 2.6% | 0.4% | -0.7%
6 | COc1cc2c(C(=O)N3CCN(c4cccc(Cl)c4)CC3)cn(CC(C)C)c(=O)c2cc1OC | -6.3% | -4.7% | 9.3% | 0.4 | u | -14.8% | 8.0% | x | -12.2%
7 | COC(=O)C1CCN(c2cc(=O)n(Cc3ccc(F)cc3)c(=O)[nH]2)CC1 | 3.6% | 18.1% | u | -6.4 | 8.9% | -27.5% | 2.7% | -1.5% | -4.5%
8 | CCC1(C)CC(=O)N(c2ccc(F)c(Cl)c2)C(=O)C1 | -4.6% | 3.9% | 22.8% | -2.7 | 3.5% | -18.2% | 28.0% | u | 2.5%
9 | Cc1cccc(-n2ncc3c2CCCC3NC(=O)CCCN2CCCCC2=O)c1C (stereo not drawn) | 1.7% | 0.4% | 9.3% | -4.0 | -1.6% | -1.8% | -5.5% | -22.4% | 2.2%
10 | COc1ccc(CNC(=O)[C@@H](C)NC(=O)[C@@H]2Cc3ccccc3CN2)cc1 | -0.2% | -2.7% | 8.4% | 2.7 | -5.3% | -22.4% | 5.5% | -0.5% | -0.5%
11 | COc1cc2c(cc1OC)CN(C(=O)CN1C(=O)NC3(CCC(C)CC3)C1=O)CC2 (stereo not drawn) | -1.3% | 2.5% | 44.4%[activator] | -1.1 | 8.4% | -5.9% | -4.3% | 9.9% | 0.3%
12 | N#Cc1cccc(C(=O)OCC(=O)NC(=O)NC2CCCCC2)c1 | -1.3% | -0.2% | 14.5% | -4.8 | 8.7% | -9.6% | -2.1% | 2.3% | 3.0%
13 | CCOC(=O)C(Cc1ccc(NC(=O)/C(=C\c2ccccc2)NC(=O)c2ccccc2)cc1)N1C(=O)c2ccccc2C1=O (stereo not drawn) | -3.7% | 2.4% | 2.8% | -7.6 | -15.0% | -17.9% | 5.0% | u | -5.6%
14 | Cc1cccc2cc(CN(Cc3ccco3)C(=O)NC3CCCCC3)c(=O)[nH]c12 | -4.2% | 4.2%[0.457 µM] | 4.2% | -13.5 | -11.4% | -5.7% | 3.3% | 1.9% | 1.3%
15 | CC1(C(=O)NCC2CCCO2)Oc2cccnc2NC1=O (stereo not drawn) | 4.2% | 7.9%[57.1 µM] | 16.5%[57.1 µM] | -14.9 | 7.3% | -4.2% | 1.8% | 2.5% | 1.6%
16 | Cc1ccc(NC(=O)CN(C)C(=O)c2cccc(S(=O)(=O)N3CCc4ccccc4C3)c2)cc1 | -3.4% | x | x | -18.3 | x | u | -1.7% | -5.6% | -3.6%
17 | Cc1cc(NC(=O)CCC(=O)N(Cc2ccco2)C(C(=O)NC2CCCCC2)c2cccs2)no1 (stereo not drawn) | -4.0% | 12.5%[57.1 µM] | 21.7%[57.1 µM] | -4.1 | -8.2% | -16.3% | 4.3% | 8.2% | -0.1%
18 | O=C(NCc1ccccc1)C(=O)NCC1OCCN1S(=O)(=O)c1ccc2c(c1)OCCO2 (stereo not drawn) | -1.3% | 7.5%[57.1 µM] | 46.6% | 3.3 | -6.8% | -21.4% | 25.2% | -1.5% | 1.3%
19 | COc1cc(C2C3=C(COC3=O)Oc3cc4c(cc32)OCO4)ccc1OC(C)=O (stereo not drawn) | -4.9% | 8.9%[11.4 µM] | 10.4%[11.4 µM] | -0.7 | -8.7% | -17.6% | 5.9% | -8.2% | u
20 | Cc1cc(C)c(S(=O)(=O)NC2CCN(Cc3ccccc3)CC2)c(C)c1 | -0.7% | 8.0% | 24.6% | -2.0 | 7.9% | -18.6% | -0.1% | 3.0% | -6.5%
21 | Cc1onc(-c2ccccc2)c1C(=O)Nc1cc(C(F)(F)F)ccc1N1CCOCC1 | -6.7% | -1.8% | 19.3% | 1.2 | -16.1% | -26.8% | 4.5% | -14.0% | u
22 | O=C(NCCN1CCOCC1)c1cc2sccc2n1Cc1ccc(Cl)cc1 | -3.4% | 2.7% | 7.5% | 1.6 | 1.6% | -11.4% | 5.3% | -2.3% | 0.2%
23 | CCCn1c(=O)c2[nH]c(-c3ccc(OCC(=O)NCCN)cc3)nc2n(CCC)c1=O | -3.9% | 121.7%[activator][57.1 µM] | 36.1%[activator][57.1 µM] | x | -3.8%[56.9 µM] | x | x | x | x
24 | CSc1ccc(NC(=O)Nc2cc(C)ccn2)cc1 | -8.6% | 10.0%[57.1 µM] | 9.0%[57.1 µM] | -4.8 | 0.4% | -14.9% | 4.0% | 2.6% | -0.4%
25 | c1ccc(-c2ccccc2OCCCN2CCCC2)cc1 | -3.1% | 7.3%[57.1 µM] | -1.6%[57.1 µM] | -18.1 | -2.4% | -15.9% | 17.9% | 6.6% | 1.3%
26 | O=c1cc(-c2ccccc2)nc2nc(SCc3ccccc3)[nH]n12 | 1.3% | -11.1% | -9.3% | -8.4 | 4.4% | -8.9% | 0.4% | -1.3% | 2.4%
27 | COc1ccc(C(=O)OCC(=O)N2CCc3ccccc3C2)cc1OC | -4.2% | -2.6% | -0.5% | -0.8 | -23.1% | -19.7% | 7.3% | 2.3% | -2.8%
28 | COc1cc(NC(=O)c2ccc(NC3=NC4CS(=O)(=O)CC4S3)cc2)cc(OC)c1 (stereo not drawn) | -4.3% | 2.3%[57.1 µM] | 22.9%[57.1 µM] | -3.3 | 3.7% | -0.5% | -6.6% | 3.8% | -1.1%
29 | CCCN1C(C(=O)c2ccccc2)=C(OC(=O)c2ccc(F)cc2)c2ccccc2S1(=O)=O | -0.4% | -0.3% | 16.3% | 1.4 | -6.2% | u | -5.9% | 10.2% | 1.1%
30 | CCOc1ccc(N(CC(=O)NC2CCCC2)C(=O)CCC(=O)Nc2ccccn2)cc1 | -5.2% | 7.3%[57.1 µM] | 5.1%[57.1 µM] | -5.8 | -28.8% | -7.5% | 8.3% | 1.8% | 2.2%
31 | Cc1ccc(S(=O)(=O)N(Cc2cc3cccc(C)c3[nH]c2=O)c2ccccc2)cc1 | -4.8% | 11.0%[0.0914 µM] | 13.0% | -5.9 | -30.7% | -13.5% | 10.0% | -7.6% | -5.7%
32 | N#Cc1ccccc1NC(=O)CSc1nc(-c2ccccc2)cc(C(F)(F)F)c1C#N | -3.4% | -0.6% | 4.3% | -2.8 | -8.7% | 328.7%[activator] | -27.7% | 11.2µM* | -29.9%
33 | Nc1nc(/C=C/c2ccc(F)cc2)nc(-c2ccccc2O)n1 | -2.2% | -4.6% | -5.0% | -5.0 | 16.5% | -1.6% | -2.3% | -0.3% | -3.5%
34 | Cc1ccccc1-n1c(C)nnc1SCC(=O)N1CC(=O)Nc2ccccc21 | -2.6% | -1.5% | 4.7% | -4.5 | -4.8% | 10.8% | 1.1% | -2.3% | -1.0%
35 | S=C(NCCc1ccccc1)N1CCc2ccccc2C1 | u | 8.8%[57.1 µM] | 14.0%[57.1 µM] | -4.7 | -20.9% | -21.0% | 5.7% | 0.6% | 3.1%
36 | COc1ccc(OCC(O)Cn2c(N3CCCCC3)nc3c2c(=O)n(C)c(=O)n3C)cc1 (stereo not drawn) | -2.5% | -1.8% | 5.8% | -1.4 | 9.9% | -9.3% | -2.1% | -0.3% | -1.8%

Some of the compounds tested, so the mix of outcomes need not match the whole.
